Assay outcomes as filed in PubChem.
CDK5 p35 inh: inhibitors of human CDK5/p35 kinase, primary screen, biochemical, single concentration. Cyclin-dependent kinase 5 (Homo sapiens) + Cyclin-dependent kinase 5 activator 1 (Homo …. Recombinant CDK5/p35, ADP-Glo luminescence, 60 min. inhibition, % at 10 µM. 330,000 tested, 0.01% active. AID 488839, 2010;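 active = highest replicate inhibition of at least 50% and at least 75% of replicates reaching 50%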;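 note: plate controls were DMSO neutral control for no effect and GW8510 at 10 µM for full effect; many of its hits are not listed in these tables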
phage Ecoli inh: growth loss of phage-infected E. coli, primary screen, RecBCD inhibitor project, absorbance, with phage, HTS | inhibition, % at 11.9 µM | 360,000 tested, 0.26% active; in the data active = inhibition above about 11%
PKA-R1A act: activators of PKA-R1A holoenzyme, primary screen, biochemical, fluorescence polarization, Cy5-IP20, bovine R1A, mouse PKAc; cAMP-dependent protein kinase type I-alpha regulatory subunit (Bos taurus) + …; PKA-R1A dissociation; scaled: DMSO 0%, 113 µM cGMP 100%; activation, % at 11.4 µM; 340,000 tested, 0.083% active;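 active = percent activation above the mean of all tested compounds plus 3 SD, cut at about 19% in these data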;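 note: higher means more PKAc released from R1A so a rise in polarization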
Mot1-301 SUMO: yeast Mot1-301 growth rescue at high temperature, primary screen, SUMOylation pathway inhibitor project, S. cerevisiae, ATP luminescence, 38.5C; S. cerevisiae Mot1-301 growth rescue; percent above DMSO median, 100 means doubled; growth rescue, % at 18.8 µM; 320,000 tested, 1% active; AID 2716, 2010;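 active = every valid replicate shows activation above 250% relative to neutral control wells; inactive = the rest, any valid replicate at or below 250%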;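 note: OY570 slx delta 5 strain wells were the positive control but not used for scaling; some compounds called inactive have numbers as strong as hits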
Tat export inh: E. coli Tat export inhibitors, primary screen, MC4100, TorA-mCherry reporter, fluorescence, single point; inhibition, % at 10 µM; 340,000 tested, 0.036% active;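 active = mean replicate inhibition at least 50% and at least half of replicates individually reaching 50%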;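 note: exported cargo escapes ClpAP degradation while cytoplasmic cargo is degraded and loses fluorescence; 0% = median of neutral control wells and 100% = median of NaSCN control wells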
PKA-R2B act: activators of PKA-R2B holoenzyme, primary screen, biochemical, fluorescence polarization, Cy5-IP20, human; cAMP-dependent protein kinase catalytic subunit beta (Homo sapiens) + cAMP-dependent …; PKA-R2B holoenzyme dissociation; R2B truncated from residue 108, S112A mutant; 0% DMSO only, 100% 113 µM cGMP; activation, % at 11.4 µM; 340,000 tested, 0.079% active; AID 504700, 2011;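 active = activation above a cutoff set at the mean over all compounds plus 3 SD, cut at about 18% in these data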;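 note: higher means more holoenzyme dissociation and a rise in polarization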
Target sequence (P31323 whole entry, looked up, other chains not shown, the tested form may be a part): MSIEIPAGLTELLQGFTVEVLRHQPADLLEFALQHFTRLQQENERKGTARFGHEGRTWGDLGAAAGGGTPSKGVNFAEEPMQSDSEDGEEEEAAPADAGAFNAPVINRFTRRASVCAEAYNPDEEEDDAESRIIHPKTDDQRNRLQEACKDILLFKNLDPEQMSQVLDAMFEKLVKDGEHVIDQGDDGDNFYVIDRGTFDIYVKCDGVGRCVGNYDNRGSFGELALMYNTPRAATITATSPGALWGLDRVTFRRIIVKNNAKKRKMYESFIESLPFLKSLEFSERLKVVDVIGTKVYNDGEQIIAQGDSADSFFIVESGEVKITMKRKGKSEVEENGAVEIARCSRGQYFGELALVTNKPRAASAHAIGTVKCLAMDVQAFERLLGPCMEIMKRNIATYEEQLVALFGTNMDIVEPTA
HTR5A ag ctr: HTR5A agonists in luminescence cell assay, primary screen, counter-screen for OPRM1-OPRD1 heterodimer agonist project, full-deck HTS. 5-hydroxytryptamine receptor 5A (Homo sapiens), P47898. cell-based. activation, % at 9.3 µM. 340,000 tested, 0.61% active. AID 504692, 2011; in the data active = activation mostly above about 9.5%, no sharp cut-off; inactive = mostly below about 7.6%;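 note: 0% = cells with vehicle only and 100% = reference agonist; strong numbers were not always called active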
DAGLB inhibitor: DAGLB lipase inhibitors, primary screen, biochemical, fluorescence, HTS; HEK293T DAGLB membrane lysate, EnzChek fluorogenic substrate; Diacylglycerol lipase-beta (Homo sapiens), Q8NCG7; AID 504411, 2011; inhibition, % at 5.17 µM; 340,000 tested, 0.059% active; in the data active = inhibition above about 34%;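 note: 0% = enzyme with vehicle and 100% = wells lacking enzyme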
Target sequence (Q8NCG7 whole entry, looked up): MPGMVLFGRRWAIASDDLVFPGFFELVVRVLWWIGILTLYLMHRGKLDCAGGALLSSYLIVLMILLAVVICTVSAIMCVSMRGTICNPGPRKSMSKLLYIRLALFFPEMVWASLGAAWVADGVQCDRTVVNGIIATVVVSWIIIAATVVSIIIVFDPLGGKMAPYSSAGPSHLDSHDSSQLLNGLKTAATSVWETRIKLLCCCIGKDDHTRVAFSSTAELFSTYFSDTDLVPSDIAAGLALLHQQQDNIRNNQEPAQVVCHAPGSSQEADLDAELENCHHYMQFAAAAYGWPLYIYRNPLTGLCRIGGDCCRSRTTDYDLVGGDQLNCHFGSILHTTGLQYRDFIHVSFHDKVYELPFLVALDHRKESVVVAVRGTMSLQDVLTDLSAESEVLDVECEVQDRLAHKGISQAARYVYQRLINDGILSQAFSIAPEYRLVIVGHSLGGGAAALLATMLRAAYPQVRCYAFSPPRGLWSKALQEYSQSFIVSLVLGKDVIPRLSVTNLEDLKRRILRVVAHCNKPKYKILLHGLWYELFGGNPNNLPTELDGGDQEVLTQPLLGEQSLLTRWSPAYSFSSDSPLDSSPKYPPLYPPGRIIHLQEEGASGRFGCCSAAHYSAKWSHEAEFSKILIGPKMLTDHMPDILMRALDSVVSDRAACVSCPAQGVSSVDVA
E coli growth: E. coli V3065 growth inhibition, primary screen, counter-screen for AddAB inhibitor project, absorbance, OD600. 18 h. inhibition, % at 11.9 µM. 330,000 tested, 0.27% active. AID 449728, 2010;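 active = inhibition above the campaign's mean inhibition across all tested compounds plus 3 SD, cut at about 9.9% in these data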;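 note: uninfected addAB+ strain grown without phage in ampicillin broth; 0% = DMSO wells and 100% = ciprofloxacin 0.95 µg/ml wells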
AddAB inh: growth inhibition of E. coli expressing H. pylori AddAB, primary screen, AddAB inhibitor project, absorbance; 330,000 tested, 0.29% active; inhibition, % at 11.9 µM; in the data active = inhibition above about 12%;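 note: 0% = vehicle wells of infected cells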
HTR5A inv ctr: HTR5A inverse agonists in luminescence cell assay, primary screen, counter-screen for OPRM1-OPRD1 heterodimer inverse agonist project, full-deck HTS; 5-hydroxytryptamine receptor 5A (Homo sapiens), P47898; HTR5A cell line, inverse agonism; inhibition, % at 9.3 µM; 340,000 tested, 0.083% active; in the data active = inhibition mostly above about 23%, no sharp cut-off; inactive = mostly below about 18%;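 note: 0% = cells with DMSO and 100% = no-cell wells with DMSO; some compounds called inactive have numbers as strong as hits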
Numbers without * were called inactive; nt = no result given.

#	Structure	PKA-R2B act	CDK5 p35 inh	HTR5A ag ctr	HTR5A inv ctr	phage Ecoli inh	DAGLB inhibitor	E coli growth	Mot1-301 SUMO	PKA-R1A act	Tat export inh	AddAB inh
1	Cc1ccc(C(=O)N/N=C2\CCc3ccccc32)c(C)c1	1	1.9	1	-4	3.6	0	-0.1	33	-13	-4	0.3
2	Cc1sc2nc3n(c(=O)c2c1C)NC(=O)CC3	-12	-0.7	-2	4	1.1	0	-0.6	-17	-2	3	3.5
3	CCCc1cc(=O)[nH]c(SCC(=O)Nc2oc(C)c3c(C)n[nH]c(=O)c23)n1	-5	0.9	-1	2	0.4	1	-0.2	480	-16	-8	-1.0
4	CN(C)C(=O)CCc1ccc2c3c([nH]c2c1)[C@]1(CCC2CCCC2)[C@@H](C(=O)N2CCOCC2)C[C@H](CC(=O)NCCN2CCOCC2)C(=O)N1CC3	-1	0.7	1	-4	0.2	-1	-3.0	nt	0	-12	2.0
5	COc1cc(/C=N/NC(=O)c2c(C)nnn2-c2nonc2N)ccc1O	-13	0.3	-3	-10	2.2	2	-0.6	6	-5	7	-0.1
6	COc1ccc(NC(=O)Nc2cccc3c2O[C@H](CN(C)C(=O)Nc2ccc4c(c2)OCO4)[C@@H](C)CN([C@H](C)CO)C3=O)cc1	-12	0.4	3	15	3.8	2	1.3	-12	-6	5	6.6
7	CC(C)(C)n1nc(-c2ccc(F)cc2)c2c(N)ncnc21	4	0.6	5	-13	0.9	-7	0.0	-1	-5	1	-0.7
8	CC(=O)c1ccc(NC(=O)CSc2nnc(C3CC3)n2C)cc1	5	-0.7	1	6	-1.3	-1	2.1	14	3	0	2.0
9	Cc1cccc(NC(=O)CSCC(=O)N(C)CCOc2ccc(Cl)cc2)c1	-3	0.2	2	-6	3.4	-3	-1.4	1	-10	7	4.8
10	CC(=O)C1CCC2C3CC(O)C4=CC(=O)CCC4(C)C3C(=O)CC12C (stereo not drawn)	-3	0.0	-1	5	2.3	1	nt	nt	5	-2	nt
11	COc1ccccc1NC(=O)CSc1n[nH]c(-c2ccccn2)n1	-7	-4.5	-15	39*	0.3	-1	-2.2	-10	-11	-13	0.2
12	CC(C)c1ccccc1OCCCCN1CCCCC1	-5	0.7	6	14	1.8	-2	1.3	5	2	9	1.2
13	N#CCCN(C(=S)NC(=O)c1cccs1)c1ccccc1F	6	3.0	3	-7	2.9	1	nt	nt	-4	-4	nt
14	O=C(Nc1cccc(NC(=O)c2cccs2)c1)c1ccc(Br)cc1	-3	0.4	3	-12	-0.9	-1	-1.3	5	-6	-4	0.0
15	CC(C)N1CCc2c(sc(NC(=O)c3ccc(S(=O)(=O)N4CCc5ccccc54)cc3)c2C(N)=O)C1	-5	-1.6	1	-28	nt	-5	-0.8	-5	4	62*	0.8
16	COC(=O)C1CCN(C(=O)Cc2ccc(C)cc2)CC1	-2	0.3	2	0	2.0	-1	-1.5	-11	-3	2	0.0
17	O=C(CSc1ccc(-c2cccs2)nn1)c1cccs1	-19	0.2	-1	-6	0.1	-8	-3.3	3	-7	-1	-3.4
18	CCOC(=O)CSc1nnc(-c2ccccc2NC(=O)c2ccccc2)o1	1	-0.4	-4	-5	0.5	-3	1.7	13	-2	-2	-0.9
19	O=C(O)c1ccc(N2N=C(c3ccccc3)CC2c2ccccc2)cc1 (stereo not drawn)	-3	0.9	6	-10	2.1	6	-0.9	10	-2	-7	2.6
20	Nc1nc2ccccc2n1/N=C/c1ccc([N+](=O)[O-])s1	4	3.3	1	2	2.1	9	2.0	26	-5	-7	5.4
21	COc1cccc(NC(=O)CN2C(=O)NC3(CCCCCC3)C2=O)c1	-3	1.1	2	-8	2.2	1	-0.6	-19	-1	-9	-0.2
22	CC(NC(=O)CSC(=S)N1CCCC1)c1ccc(S(N)(=O)=O)cc1 (stereo not drawn)	-6	-1.6	5	-14	-0.8	1	-0.2	-13	2	-7	4.2
23	COc1ccc2oc(-c3ccccc3[N+](=O)[O-])cc(=O)c2c1	-9	-0.4	-1	1	1.5	-1	0.2	-9	-2	4	1.8
24	COc1ccc(CNc2ccccn2)c(O)c1	4	-1.1	2	-9	0.3	-4	nt	nt	6	-4	nt
25	Cc1nn(-c2ccccc2)c2nc(Cl)c(C(=O)O)cc12	5	0.9	0	15	2.0	1	-1.1	18	8	-2	-1.0
26	COc1ccccc1C(=O)NCCC(=O)N1CC(=O)Nc2ccccc21	-7	-1.3	-9	22	2.9	-3	-1.3	-1	-11	-9	3.0
27	COc1cccc(C2Nc3ccccc3C(=O)N2Cc2ccccc2)c1 (stereo not drawn)	-5	-3.2	3	-26	-0.5	-1	0.8	-12	2	10	4.1
28	CCOC(=O)/C(=C\c1ccccc1)C(=O)c1cc(C(C)=O)c(Nc2ccccc2)s1	-10	1.0	3	-4	1.8	5	0.9	6	-3	0	1.8
29	CCO[C@@H]1OC(C(N)=O)=C[C@H](c2ccccc2)[C@H]1CCCO	2	-0.3	-1	3	0.6	1	1.7	13	-2	-11	3.7
30	Cn1nc(C(=O)NC(C)(C)C)c2ccccc21	-3	1.4	-1	2	2.8	-6	2.0	333	5	4	1.0
31	CC(C)(C)c1ccc(S(=O)(=O)N2CCCC2C(=O)NC2=NCCS2)cc1 (stereo not drawn)	-3	1.1	0	7	3.7	0	0.6	16	-13	-8	2.7
32	CCCC(=O)CN1C(=O)C2(OCCO2)c2ccccc21	-4	-0.3	2	-19	2.8	-4	1.3	4	3	3	6.5
33	Cc1ccccc1NC(=S)NC1CC2CCC(C1)N2Cc1ccco1 (stereo not drawn)	-6	-1.8	5	-11	-1.1	2	0.9	25	-13	-1	0.8
34	O=C(Nc1ccc(Br)c2cccnc12)c1ccc(Cn2cc(Cl)cn2)o1	11	0.4	-5	11	3.4	0	0.4	13	-3	-1	1.4
35	O=C(NCC(c1ccco1)N1CCOCC1)C1CCCCC1 (stereo not drawn)	-1	0.2	2	5	1.9	-1	-1.1	-7	-6	-6	-1.1
36	COc1ccc(OC)c(NC(=O)CCC(=O)Oc2ccc(C)cc2)c1	0	-0.8	-3	12	0.9	-4	0.7	-5	10	-1	3.5
37	O=C(COc1c(F)c(F)c(C(F)(F)F)c(F)c1F)Nc1ccc(N2CCOCC2)c(Cl)c1	-2	-0.4	7	-9	3.2	-2	-1.1	67	-8	-1	1.8
38	O=C(CSc1nnc(C2CC2)n1Cc1ccccc1)c1cc2ccccc2o1	-8	nt	0	-8	1.2	0	0.5	5	-2	-2	2.2
39	CC(C)CCNC(=S)Nc1ccccc1F	0	-2.9	0	0	1.8	-1	2.1	11	-7	-8	4.4
40	COc1ccc([N+](=O)[O-])cc1NC(=O)c1cncc(Br)c1	-8	-0.9	4	12	4.0	0	-2.0	31	-6	1	1.4
41	COc1cc(Cl)c(CNC[C@H]2O[C@@H](n3cnc(C(N)=O)n3)[C@H](O)[C@@H]2O)c(Cl)c1O	3	-0.6	4	-16	2.9	-1	nt	nt	3	-2	nt
42	Cc1cccc(CCN(Cc2cc3cccc(C)c3[nH]c2=O)C(=O)N2CCOCC2)c1	-1	-1.3	-1	-1	0.0	1	-1.6	-9	-6	6	0.1
43	c1ccc(CNc2cnccn2)cc1	-3	-3.3	8	-25	2.4	-2	0.1	17	4	-2	0.4
44	CC1CCC(NC(=O)c2cc(S(=O)(=O)N(C)C)ccc2N2CCCC2)CC1 (stereo not drawn)	-6	1.4	4	-9	1.1	-2	-0.6	7	-5	-13	0.5
45	Cc1ccc(NC(=S)NNC(=O)CSc2nnc(-c3ccc(Cl)cc3)n2C2CCCCC2)cc1	4	0.5	-1	-3	1.2	3	-2.3	6	-10	-5	-2.1
46	CC(=O)Nc1ccc(S(=O)(=O)NCCC(=O)NCCOc2ccccc2)cc1	-5	0.6	7	-16	2.7	1	1.1	24	-8	-13	0.1
47	COc1cccc(C2C3=C(CCCC3=O)Nc3[nH]n(-c4ccccc4)c(=O)c32)c1 (stereo not drawn)	2	0.2	2	-4	2.4	-4	-1.9	-6	-7	-6	2.8
48	CC(=O)Nc1cc(C)nn1-c1nc2ccccc2s1	-2	0.0	7	6	1.4	-4	-2.3	-6	-4	-2	3.1
49	COc1ccc(NC(=O)COC(=O)CC2CC3CCC2C3)c([N+](=O)[O-])c1 (stereo not drawn)	-16	-1.5	10	29	2.0	-15	-0.1	7	0	12	3.3
50	Cn1c(=O)c2c(ncn2CC(N)=O)n(C)c1=O	5	0.4	nt	nt	2.1	-2	-2.4	-10	-4	2	0.8

Other entries follow.
#	Structure	PKA-R2B act	CDK5 p35 inh	HTR5A ag ctr	HTR5A inv ctr	phage Ecoli inh	DAGLB inhibitor	E coli growth	Mot1-301 SUMO	PKA-R1A act	Tat export inh	AddAB inh
51	Cc1ccccc1CN(C)C1CCN(C)CC1	8	0.9	2	-8	-0.8	1	0.7	-3	3	2	4.3
52	CCOc1cc2[nH]c(=S)n(Cc3ccc(C(=O)NCCCN4CCOCC4)cc3)c(=O)c2cc1OCC	11	0.0	-1	21	5.3	4	-3.0	103	-6	-2	-0.6
53	CCN(CC)C(=O)Cn1cc(SCC(=O)NC2CCCC2)c2ccccc21	18	1.1	-2	-2	-1.8	0	-0.4	0	-5	1	1.5
54	CCS(=O)(=O)n1nc(-c2ccccc2)nc1SCc1ccccc1	-14	0.4	-4	-3	5.2	-4	0.9	3	-8	6	0.2
55	COc1cc(C(=O)NNC(=O)c2cccc(Cl)c2)ccc1OCC(=O)N1CCOCC1	-3	-1.2	2	-9	3.9	-2	-1.1	-6	12	-3	-0.3
56	CC(C)n1c(N2CCN(C(=O)Nc3ccc(Cl)cc3)CC2)nc2ccccc21	-14	1.9	8	-22	5.9	-2	0.9	21	-5	10	5.1
57	CC1(C)Cc2c(sc3nn[nH]c(=O)c23)CO1	4	-0.8	-2	-15	2.1	-2	-0.6	nt	0	3	1.4
58	CC[C@]12c3[nH]c4ccccc4c3CCN1C(=O)C(CC(=O)NC(C)(C)C)C[C@@H]2C(=O)N1CCN(C(=O)C2CC2)CC1 (stereo partly drawn)	-5	0.8	-1	4	1.8	-3	-0.7	2	-1	0	0.3
59	COc1ccc(C(CNC(=O)Cn2[nH]c(=O)c3ccccc3c2=O)N2CCCC2)cc1 (stereo not drawn)	-9	1.8	3	6	2.3	0	1.4	169	-11	-4	-0.7
60	Cc1cc(C(=O)OCC(=O)NCc2ccc3c(c2)OCO3)c2ccccc2n1	-1	-2.3	3	-36	0.8	1	1.3	nt	-2	0	0.7
61	Cc1ccc(C(C)C)c(OCc2ccc(C(=O)N/N=C/c3ccc(O)c(O)c3)cc2)c1	-3	-0.2	14*	-38	3.2	7	-0.6	4	-7	-1	4.0
